TNAP activators: human TNAP enzyme activators, primary screen, biochemical, luminescent, no phosphate acceptor, uHTS (AID 1001) | Alkaline phosphatase, tissue-nonspecific isozyme (Homo sapiens) | purified TNAP, luminescent activation assay, no phosphate acceptor; higher activation fold means a stronger effect | activation fold at 20 µM, or EC50 in µM where a hit was titrated | hit rate 0.03% among 200,000; in the data active = activation fold from about 3, or a potency from the dose series; inactive = the rest, 99 in 100 with activation fold below about 1.6; also: many of its hits are not listed in these tables
human PMI inhibition: inhibitors of human PMI, primary screen, biochemical, fluorescence intensity, coupled assay (AID 1209) | Mannose-6-phosphate isomerase (Homo sapiens) | purified PMI enzyme, coupled fluorescence intensity; higher % means a stronger effect | inhibition, % at 20 µM; hits with a dose series show IC50 in µM | hit rate 0.42% among 190,000;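 also: plate controls were DMSO vehicle for no effect and wells lacking substrate for full effect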
Ins promoter up: insulin promoter activators in MIN6 cells, imaging, high-content screening, mouse beta cells; AID 1625, 2009; z-score at 5 µM; MIN6 insulin promoter-GFP reporter; stronger effect = higher value; hit rate 0.3% among 190,000;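 active = z-score above 3 at 5 µM with at least 500 cells counted in the well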
ER stress rescue: rescue of cells from ER stress-induced death, primary screen, 384-well, CSM14.1, thapsigargin, ATP luminescence (AID 1222) | CSM14.1 thapsigargin-induced death rescue, ATP luminescence; higher % means a stronger effect | 190,000 tested, under 10 active | one-dose cellular ATP content (survival), % at 20 µM; EC50 in µM for titrated hits;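 active = EC50 below 50 µM in the dose-response confirmation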;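 also: death triggered by thapsigargin at about 15 µM added after 2 h compound pretreatment; cell ATP read after overnight thapsigargin exposure of roughly 18 to 22 hours; normalized against plate controls of thapsigargin alone and 5% DMSO vehicle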
human PMI inhibitors: human PMI inhibitors, high substrate, primary screen, biochemical, fluorescence intensity, high mannose 6-phosphate (AID 1220). Mannose-6-phosphate isomerase (Homo sapiens). recombinant PMI enzyme, coupled fluorescence intensity; higher % means a stronger effect. one-dose inhibition, % at 20 µM; IC50 in µM for titrated hits. hit rate 0.66% among 190,000
PhoP inhibition: inhibitors of PhoP regulon expression, primary screen, Salmonella Typhimurium, GFP reporter (AID 1863); S. Typhimurium PhoP-regulated promoter GFP reporter, 4 h; higher % means a stronger effect; hit rate 0.16% among 300,000; inhibition, % at 50 µM, or IC50 in µM where a hit was titrated;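 active = inhibition over 29.93%, a cutoff 3 SD above the screen mean, later confirmed by dose response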;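 also: 0% = low Mg2+ inducing control and 100% = high Mg2+ repressing control; strong numbers were not always called active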
West Nile antiviral: West Nile virus antiviral activity, cell-based, CPE readout (AID 1621). one-dose CPE inhibition, % at 10 µM; IC50 in µM for titrated hits. West Nile virus-infected cells, CPE inhibition; higher % means a stronger effect. hit rate 0.02% among 290,000; in the data active = a potency from the dose series; also: strong numbers were not always called active
RSV antiviral HEp-2: RSV antiviral activity via CPE protection, HEp-2 cells, primary 10 µM value included (AID 2391). hit rate 0.13% among 310,000. CPE inhibition, % at 10 µM; hits with a dose series show IC50 in µM. HEp-2 cells, RSV-induced CPE inhibition; higher % means a stronger effect; in the data active = a potency from the dose series; also: strong numbers were not always called active
Large T inhibition: SV40 large T antigen inhibitors, biochemical (AID 1903) | one-dose inhibition, % at 20 µM; IC50 in µM for titrated hits | hit rate 0.39% among 310,000 | SV40 large T antigen ATPase/helicase inhibition assay; higher % means a stronger effect; in the data active = a potency from the dose series; also: strong numbers were not always called active
Ins promoter up cell count: recorded beside Ins promoter up, whose call it bears; cell count; measured here: cytotoxicity, nuclei count;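 total cells summed across four imaged fields per well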
* = called active by the depositor; & = joins results of further samples. Rule as the data show it, unless noted: active = inhibition above about 50%; inactive = the rest.

`O=C(NC1CCCCC1)C1CCCN(c2nnnn2-c2ccccc2)C1` (stereo not given) gave TNAP activators 1.1, human PMI inhibition 5%, Ins promoter up 0.18, ER stress rescue -1.5%, human PMI inhibitors -4%, PhoP inhibition -4%, RSV antiviral HEp-2 0.6%, Large T inhibition 19% and Ins promoter up cell count 1221.
For CCCN1CCC(NC(=O)Cc2cccc(C)c2)CC1 the results were PhoP inhibition 4%, West Nile antiviral -0.2%, RSV antiviral HEp-2 0.7% and Large T inhibition 20%.
`Cc1ccc(-c2nnc(N3CCN(CCO)CC3)c3ccccc23)cc1` gave PhoP inhibition -6%, West Nile antiviral -0.4%, RSV antiviral HEp-2 0.2% and Large T inhibition 4%.
Screening N=C1c2c(cc(=O)n3c2[nH]c2ccccc23)CN1CCN1CCOCC1 returned TNAP activators 1, human PMI inhibition 10%, Ins promoter up 2.2, ER stress rescue -1.2%, human PMI inhibitors 36%, PhoP inhibition -7%, West Nile antiviral 1.1%, RSV antiviral HEp-2 1.6%, Large T inhibition 8% and Ins promoter up cell count 1285.
O=C(NCCc1ccccc1)C1CCN(S(=O)(=O)c2ccc(-n3cnnn3)cc2)CC1 was read as TNAP activators 1.1, human PMI inhibition -9%, Ins promoter up 0.71, ER stress rescue 1.7%, human PMI inhibitors -1%, PhoP inhibition 7%, West Nile antiviral 0.3%, RSV antiviral HEp-2 0.1%, Large T inhibition -4% and Ins promoter up cell count 1131.
CCC(C)OC1OC(CO)C(O)C(O)C1NC(C)=O (stereo not given) was read as TNAP activators 1.2, human PMI inhibition 3%, Ins promoter up -0.17, ER stress rescue -1.8%, human PMI inhibitors 3%, PhoP inhibition 8%, West Nile antiviral 0.0%, RSV antiviral HEp-2 1.0%, Large T inhibition 22% and Ins promoter up cell count 1436.
For Cc1ccc(C)c(N(CC(N)=O)S(C)(=O)=O)c1 the results were TNAP activators 1.1, human PMI inhibition 4%, Ins promoter up -0.46, ER stress rescue -3.0%, human PMI inhibitors 3%, PhoP inhibition 4%, West Nile antiviral 0.0%, RSV antiviral HEp-2 2.8%, Large T inhibition 3% and Ins promoter up cell count 1411.
For O=C1CC2(CCCC2)C(=O)N1c1ccc(S(=O)(=O)NCC2CC2)cc1Cl the results were Ins promoter up 1.4, PhoP inhibition -7%, West Nile antiviral 0.1%, RSV antiviral HEp-2 5.3%, Large T inhibition 11% and Ins promoter up cell count 1041.
`Cc1cccc2c(=O)oc(-c3ccccc3Cl)nc12` gave PhoP inhibition 1%, West Nile antiviral 0.2%, RSV antiviral HEp-2 0.4% and Large T inhibition 1%.
For c1ccc(-c2noc(C34CC5CC(CC(C5)C3)C4)n2)nc1 the results were TNAP activators 1, human PMI inhibition 1%, ER stress rescue -3.1%, human PMI inhibitors -8%, PhoP inhibition -4%, West Nile antiviral 0.4%, RSV antiviral HEp-2 2.0% and Large T inhibition -1%.
`CCOC(=O)NC(NC(=S)Nc1ccc(OCC)cc1)C(Cl)(Cl)Cl` (stereo not given) gave TNAP activators 1.1, human PMI inhibition -4%, Ins promoter up 0.09, ER stress rescue 3.8%, human PMI inhibitors -4%, PhoP inhibition -10%, West Nile antiviral -0.7%, RSV antiviral HEp-2 0.0%, Large T inhibition 4% and Ins promoter up cell count 1341.
Screening CC(C)(C)NC(=O)[C@@H]1C[C@@H]2CCCC[C@@H]2CN1C[C@@H](O)[C@H](Cc1ccccc1)NC(=O)[C@H](CC(N)=O)NC(=O)c1ccc2ccccc2n1 returned PhoP inhibition -5%&6%, West Nile antiviral -0.7%&-1.0%, RSV antiviral HEp-2 4.8%&7.2% and Large T inhibition 14%&23%.

The list goes on; the last 2 above are carried over.
`CCOC(=O)NC(NC(=S)Nc1ccc(OCC)cc1)C(Cl)(Cl)Cl` (stereo not given) gave TNAP activators 1.1, human PMI inhibition -4%, Ins promoter up 0.09, ER stress rescue 3.8%, human PMI inhibitors -4%, PhoP inhibition -10%, West Nile antiviral -0.7%, RSV antiviral HEp-2 0.0%, Large T inhibition 4% and Ins promoter up cell count 1341.
Screening CC(C)(C)NC(=O)[C@@H]1C[C@@H]2CCCC[C@@H]2CN1C[C@@H](O)[C@H](Cc1ccccc1)NC(=O)[C@H](CC(N)=O)NC(=O)c1ccc2ccccc2n1 returned PhoP inhibition -5%&6%, West Nile antiviral -0.7%&-1.0%, RSV antiviral HEp-2 4.8%&7.2% and Large T inhibition 14%&23%.
CC1CCC/C(=N\NC(=O)COc2ccc(Cl)cc2Cl)C1 (stereo not given) was read as TNAP activators 1, human PMI inhibition -7%, ER stress rescue 1.7%, human PMI inhibitors 1%, PhoP inhibition 7%, RSV antiviral HEp-2 0.1% and Large T inhibition 3%.
Screening COc1ccc(Cl)cc1NS(=O)(=O)c1cc(Cl)ccc1OC returned TNAP activators 1, human PMI inhibition 14%, Ins promoter up 0.08, ER stress rescue 3.2%, human PMI inhibitors 11%, PhoP inhibition 12%, West Nile antiviral -1.1%, RSV antiviral HEp-2 1.3%, Large T inhibition 1% and Ins promoter up cell count 949.
`O=c1[nH]c2ccc(S(=O)(=O)Nc3ccccc3O)cc2[nH]1` gave PhoP inhibition 6%, West Nile antiviral -0.3%, RSV antiviral HEp-2 2.0% and Large T inhibition 7%.
For O=C(NC1CCCCC1)C(c1cccnc1)N(C(=O)c1csnn1)c1ccc(F)cc1 (stereo not given) the results were PhoP inhibition -1%, West Nile antiviral 0.4%, RSV antiviral HEp-2 2.9% and Large T inhibition 3%.
Screening N#C/C(=C/c1ccncc1)c1nc2ccccc2s1 returned TNAP activators 1.2, human PMI inhibition -30%, Ins promoter up 0.19, ER stress rescue 0.5%, human PMI inhibitors 9%, PhoP inhibition -9%, West Nile antiviral -1.1%, RSV antiviral HEp-2 2.3%, Large T inhibition 12% and Ins promoter up cell count 1394.
Screening CC1(C)CC(=O)c2cnc(NCC3CCCO3)nc2C1 (stereo not given) returned TNAP activators 1.1, human PMI inhibition 12%, Ins promoter up 0.98, ER stress rescue -3.2%, human PMI inhibitors 7%, PhoP inhibition 0%, West Nile antiviral 0.4%, RSV antiviral HEp-2 2.3%, Large T inhibition 11% and Ins promoter up cell count 906.
For COc1ccc(S(=O)(=O)N2CCN(Cc3cccc(OC)c3OC)CC2)cc1 the results were PhoP inhibition 5%, West Nile antiviral -1.2%, RSV antiviral HEp-2 2.9% and Large T inhibition 18%.
`O=C(COC(=O)c1ccc(NS(=O)(=O)c2cccs2)cc1O)NCc1ccccc1` gave TNAP activators 1.1, human PMI inhibition -12%, Ins promoter up -0.19, ER stress rescue -0.9%, human PMI inhibitors 1%, PhoP inhibition 1%, West Nile antiviral 1.5%, RSV antiviral HEp-2 2.3%, Large T inhibition 0% and Ins promoter up cell count 1516.
For Cc1ccc(-c2csc(Nc3ccc(C(=O)O)cc3)[n+]2Cc2ccccc2)cc1 the results were TNAP activators 1, human PMI inhibition 1%, Ins promoter up -0.44, ER stress rescue 4.2%, human PMI inhibitors 2%, PhoP inhibition -7%, West Nile antiviral 0.9%, RSV antiviral HEp-2 -4.0%, Large T inhibition 11% and Ins promoter up cell count 1449.
For COc1ccc(NC(=O)O/N=C/c2ccccc2Cl)cc1 the results were Ins promoter up -0.39, PhoP inhibition 5%, West Nile antiviral -0.6%, RSV antiviral HEp-2 1.3%, Large T inhibition 5% and Ins promoter up cell count 979.
For Cc1nnsc1C(=O)Nc1ccc(Cl)cc1 the results were TNAP activators 1, human PMI inhibition -13%, Ins promoter up 0.34, ER stress rescue -1.8%, human PMI inhibitors 3%, PhoP inhibition -7%, West Nile antiviral -0.1%, RSV antiviral HEp-2 10%, Large T inhibition 3% and Ins promoter up cell count 1183.
For CC1CCN(C(=O)c2cc3ccccc3cc2O)CC1 the results were PhoP inhibition 6%, West Nile antiviral -0.5%, RSV antiviral HEp-2 2.9% and Large T inhibition 27%.
Screening O=C(Nc1sc2c(c1C(=O)O)CCC2)c1ccccc1F returned PhoP inhibition -5%, West Nile antiviral -0.3%, RSV antiviral HEp-2 7.6% and Large T inhibition 4%.
`COc1cccc(OCc2nnc(-c3cccs3)o2)c1` gave TNAP activators 0.8, human PMI inhibition -10%, Ins promoter up 0.22, ER stress rescue -0.3%, human PMI inhibitors -1%, PhoP inhibition -5%, West Nile antiviral -0.8%, RSV antiviral HEp-2 1.9%, Large T inhibition 32% and Ins promoter up cell count 1220.
Screening Cc1cccc(-c2onc3ccc(C4(C)OCCO4)cc23)c1 returned TNAP activators 1, human PMI inhibition -8%, ER stress rescue -3.6%, human PMI inhibitors -27%, PhoP inhibition 0%, RSV antiviral HEp-2 2.5% and Large T inhibition 8%.
For Cc1nn2c(N3CCOCC3)cc(C(C)(C)C)nc2c1-c1ccccc1 the results were PhoP inhibition 9%, West Nile antiviral -1.0%, RSV antiviral HEp-2 2.7% and Large T inhibition 8%.
N#Cc1ccc(OCC(=O)N/N=C2/CC(c3ccccc3)Oc3ccccc32)cc1 (stereo not given) was read as TNAP activators 0.9, human PMI inhibition -8%, Ins promoter up 0.05, ER stress rescue -1.6%, human PMI inhibitors -10%, PhoP inhibition 7%, West Nile antiviral -0.2%, RSV antiviral HEp-2 8.6%, Large T inhibition 0% and Ins promoter up cell count 1287.
`Cc1occc1C(=O)N/N=C/c1ccccc1[N+](=O)[O-]` gave PhoP inhibition 2%, West Nile antiviral 0.4%, RSV antiviral HEp-2 2.0% and Large T inhibition 23%.
For CCOC(=O)N1CCN(c2c(N3CC=C(c4ccccc4)CC3)c(=O)c2=O)CC1 the results were TNAP activators 1.1, human PMI inhibition 10%, Ins promoter up -0.24, ER stress rescue 9.5%, human PMI inhibitors 12%, PhoP inhibition 0%, West Nile antiviral 1.3%, RSV antiviral HEp-2 1.1%, Large T inhibition 7% and Ins promoter up cell count 648.
`NC(=O)C1CCN(CCC(=O)Nc2ccc(F)c(F)c2)CC1` gave PhoP inhibition -2%, West Nile antiviral -0.7%, RSV antiviral HEp-2 -1.0% and Large T inhibition 7%.
`CN(C)S(=O)(=O)c1ccc(N2CCOCC2)c(C(=O)O)c1` gave TNAP activators 1.1, human PMI inhibition 4%, Ins promoter up 0.07, ER stress rescue -3.4%, human PMI inhibitors 8%, PhoP inhibition -10%, West Nile antiviral 0.4%, RSV antiviral HEp-2 0.7%, Large T inhibition 1% and Ins promoter up cell count 917.
For C/C(=N\Nc1ncc(Cl)cc1Cl)c1ccc2c(c1)OCO2 the results were TNAP activators 1.2, human PMI inhibition 1%, Ins promoter up -0.55, ER stress rescue 1.0%, human PMI inhibitors 6%, PhoP inhibition 1%, West Nile antiviral 0.5%, RSV antiviral HEp-2 0.2%, Large T inhibition 6% and Ins promoter up cell count 1432.
Screening Cc1nc(N2CCOCC2)c(C#N)c(C)c1Br returned TNAP activators 1, human PMI inhibition 10%, Ins promoter up -0.33, ER stress rescue 4.2%, human PMI inhibitors 6%, PhoP inhibition -8%, West Nile antiviral -0.1%, RSV antiviral HEp-2 42%, Large T inhibition 2% and Ins promoter up cell count 904.
`CCOc1ccc(C(=O)N/N=C/c2cc([N+](=O)[O-])cs2)cc1` gave TNAP activators 1.1, human PMI inhibition -9%, Ins promoter up 0.08, ER stress rescue 0.2%, human PMI inhibitors -7%, PhoP inhibition 0%, West Nile antiviral 0.7%, RSV antiviral HEp-2 -0.2%, Large T inhibition 10% and Ins promoter up cell count 1267.

High-throughput results from PubChem.
